# High-throughput results (PubChem)
# aGal spleen mod = alpha-galactosidase A (human) modulation; P06280; human spleen homogenate, 4MU-alpha-Gal fluorescence, 40 min; Potency, µM (series often up to 80 µM), for inactives: at the top dose activity change, negative = inhibition, hits mostly inhibitors; 240,000 compounds, 0.008% hits;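 also: 0% = enzyme with vehicle and -100% = no enzyme basal signal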
#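 qHTS titration in buffer at pH 5.0. Alpha-galactosidase activity in spleen homogenate was measured via 4-methylumbelliferone release from 1 mM fluorogenic substrate after 40 min at 37C and a pH 10 stop. AC50 came from Hill fits of control-normalized data.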
# SMN2 splice up = increases expression of the SMN2 splice variant; Potency, µM (series often up to 46.1 µM), for inactives: top-dose activity change, positive = activation, most hits filed as activators; HEK293 SMN2-luciferase splicing reporter, luminescence, 30-36 h; 210,000 compounds, 2.8% hits; AID 1458; also: % of control where 0% means no effect; nearly all actives have a fitted effect of over 55% in size
#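 HEK293 cells carry an SMN2 minigene-luciferase reporter in which exon 7 inclusion puts luciferase in frame. Cells were seeded at 2000 cells/well, attached for 10-12 hours, then exposed to compounds for 30-36 hours at 37C before ONE-Glo luminescence.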
# GAA inh = alpha-glucosidase (human) inhibition. purified human GAA, 4-MU-alpha-glucoside fluorescence. AID 1466. Potency, µM (titrated, usually from 76.9 µM), without a hit: at the top dose activity change, negative = inhibition, hits mostly inhibitors. 200,000 compounds, 0.005% hits;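 also: plate controls were uninhibited enzyme wells for no effect and no-enzyme background for full effect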
#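 Fluorescence at Ex 365/Em 440 nm from 4-methylumbelliferone reported enzyme activity after 20 min at room temperature. Reactions used 4 nM enzyme and 400 uM substrate at pH 5.0; curves fitted with the Hill equation.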
# JMJD2E inh = JMJD2E (human) inhibition; B2RXH2; JMJD2E catalytic domain, FDH-coupled NADH fluorescence (FDH is formaldehyde dehydrogenase); Potency, µM (top dose mostly 57.1 µM), inactives show top-dose activity change, negative = inhibition, usual class: inhibitors; 230,000 compounds, 1.6% hits; AID 2147; active = well fitted inhibition curve with a large enough effect, not every such curve was filed as active; inconclusive = small, poorly fitted or top-dose-only effect, or another doubt; inactive = no such curve, though single readings can be large or run the other way;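 also: 0% = wells with enzyme and -100% = buffer wells without enzyme; nearly all actives have a fitted effect of over 50% in size; many of its hits are not listed in these tables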
# ALDH1A1 block = blocks purified human ALDH1A1 activity. P00352. Purified ALDH1A1, NADH fluorescence, propionaldehyde substrate. Potency, µM (doses to about 75.3 µM), for inactives: at the top dose activity, negative = inhibition, most hits filed as inhibitors. 220,000 compounds, 7.3% hits; active = well fitted inhibition curve with a large enough effect, not every such curve was filed as active; inconclusive = small, poorly fitted or top-dose-only effect, or another doubt; inactive = no such curve, though single readings can be large or run the other way;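 also: plate controls were no enzyme wells and a reference inhibitor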
# Target sequence (P00352 whole entry, looked up): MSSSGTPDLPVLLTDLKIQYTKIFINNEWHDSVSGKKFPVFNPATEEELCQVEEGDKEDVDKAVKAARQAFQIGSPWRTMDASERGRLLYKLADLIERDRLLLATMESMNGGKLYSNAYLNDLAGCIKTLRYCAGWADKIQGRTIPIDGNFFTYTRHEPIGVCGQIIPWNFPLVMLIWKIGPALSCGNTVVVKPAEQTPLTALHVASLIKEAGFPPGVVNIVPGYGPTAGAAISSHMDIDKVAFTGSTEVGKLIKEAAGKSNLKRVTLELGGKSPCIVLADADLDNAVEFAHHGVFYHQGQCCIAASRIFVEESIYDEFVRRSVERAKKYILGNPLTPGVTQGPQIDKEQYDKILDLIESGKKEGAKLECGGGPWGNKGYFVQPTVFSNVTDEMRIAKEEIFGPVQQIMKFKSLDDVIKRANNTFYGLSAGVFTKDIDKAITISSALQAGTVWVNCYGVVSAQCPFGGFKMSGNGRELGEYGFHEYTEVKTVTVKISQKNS
# aGlu spleen mod = inhibitors or activators of human alpha-glucosidase in spleen homogenate. human spleen homogenate, 4-MU-alpha-glucoside fluorescence. Potency, µM (highest dose often 79.9 µM), for inactives: top-dose activity change, negative = inhibition, most hits filed as inhibitors. 240,000 compounds, 0.006% hits. AID 2112;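 also: 0% = enzyme with vehicle and -100% = no enzyme basal signal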
#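 AC50 values come from Hill-equation fits of concentration-response data, normalized to no-enzyme and full-activity controls. Enzyme source: 1 ug human spleen homogenate; 1 mM fluorogenic 4-MU glucoside, pH 5.0 citrate buffer, 37 C, 40 min.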
# RGS12 GoLoco inh = inhibitors of human Gai1-RGS12 GoLoco interaction (red fluorophore). Gai1:RGS12 GoLoco peptide FP, rhodamine, 10 min. Potency, µM (series often up to 61.6 µM), inactives show top-dose activity, negative = inhibition, usual class: inhibitors. AID 880. 230,000 compounds, 0.44% hits. P63096; active = well fitted inhibition curve with a large enough effect, not every such curve was filed as active; inactive = no such curve, though single readings can be large or run the other way; also: % is scaled to controls: 0 for no effect and ±100 for the full control effect; nearly all actives have a fitted effect of over 30% in size; many of its hits are not listed in these tables
# Target sequence (P63096 whole entry, looked up): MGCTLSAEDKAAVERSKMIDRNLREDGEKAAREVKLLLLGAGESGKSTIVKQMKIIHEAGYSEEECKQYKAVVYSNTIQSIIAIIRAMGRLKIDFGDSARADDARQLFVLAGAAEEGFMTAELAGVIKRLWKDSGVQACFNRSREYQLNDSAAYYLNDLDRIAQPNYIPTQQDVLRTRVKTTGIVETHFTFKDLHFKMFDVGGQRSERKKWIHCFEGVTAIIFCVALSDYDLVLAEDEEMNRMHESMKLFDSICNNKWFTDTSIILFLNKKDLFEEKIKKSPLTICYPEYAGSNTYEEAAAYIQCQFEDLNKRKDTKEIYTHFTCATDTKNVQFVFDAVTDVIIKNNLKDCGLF
# GAA glycogen mod = GAA glycogen-cleavage inhibition or activation. P10253. recombinant GAA, glycogen substrate, Amplex Red glucose oxidase fluorescence. Potency, µM (doses to about 76.4 µM), for the others: at the highest dose activity change, negative = inhibition, most hits filed as inhibitors. 300,000 compounds, 0.38% hits;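 also: 0% = full enzyme reaction and -100% = no-enzyme basal signal; the screen sought inhibitors and activators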
#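 Recombinant enzyme (4 nM final) with compounds titrated up to 77 uM and bovine liver glycogen (30 ug) in citrate pH 5.0, 0.01% Tween-20, 37 C 40 min. Released glucose detected by Amplex Red/glucose oxidase (Ex 573/Em 610); AC50 from Hill fits.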
# An asterisk follows results filed as active; u = inconclusive; x = not tested or not shown; & = joins results of further samples; [ ] = another dose, or the depositor's remark. Unless noted, calls follow the shape of the dose curve; as a rule, active = well fitted curve in the direction sought with a large enough effect; inconclusive = small, poorly fitted or top-dose-only effect, or another doubt; inactive = no such curve, though single readings can be large; an effect the other way counts as inactive or inconclusive. Potency is read from the fitted curve at half-maximal effect.
SMILES,aGal spleen mod,SMN2 splice up,GAA inh,JMJD2E inh,ALDH1A1 block,aGlu spleen mod,RGS12 GoLoco inh,GAA glycogen mod
CC(C)(C)CC(C)(C)NC(=O)c1ccc2snnc2c1,-1%,x,x,2%,x,-2%,3%,-6%
CNC(=S)N(CCc1cccc(C)c1)Cc1cc2cc(OC)c(OC)cc2[nH]c1=O,0%,-18%[1.84 µM],14%,-4%,u,-7%,-6%,-4%
C=CCn1c(CCCNC(=O)C(C)(C)C)nc2ccccc21,1%,0%,0%,2%,9%,7%,5%,-3%
O=C(c1ccccc1)N1CCN(Cc2c[nH]c3ccccc23)CC1,12%,3%,1%,9%,2%,-15%,3%,-2%
COCCNC(=O)C1CCC(Cn2c(=S)[nH]c3ccccc3c2=O)CC1 (stereo unspecified),-8%,-14%,-2%,0%,-6%,-5%,2%,-4%
Cc1ccc(S(=O)(=O)Nc2ccc(NC(=O)c3cccs3)cc2)cc1,-2%,11µM*,8%,13%,28µM*,3%,14%,12%
S=c1[nH]nc(-c2cccnc2)o1,-2%,26%,-4%,-9%,-11%,-3%,1%,-6%
OC(CNCCC1C=Nc2ccccc21)Cn1c2ccc(Cl)cc2c2cc(Cl)ccc21 (stereo unspecified),-1%,-116%[inhibitor],3%,-9%,u,-8%,9%,-3%
O=C(OCC(=O)N1CCN(c2ccccc2)CC1)c1ccccn1,-5%,4%,1%,7%,0%,-6%,-1%,-2%
CC(=O)c1cccc(NC(=O)N2CCCC2C(=O)Nc2c(C)cccc2C)c1 (stereo unspecified),-6%,-26%,2%,10%,25µM*,2%,-6%,3%
O=C(O)/C=C/C(=O)NCC1CCC(CNC(=O)/C=C/C(=O)O)CC1 (stereo unspecified),12%,x,x,2%,x,5%,-6%,3%
Cc1occc1C(=O)Nc1ccc2c(c1)OCO2,-1%,13µM*,-4%,9%,-5%,2%,-4%,-2%
Cc1cc(C)nc(Nc2ncc(O)n2-c2ccc(C)c(Cl)c2)n1,-5%,-5%,3%,-3%,-12%,-4%,-2%,-1%
Cc1cccc(-n2c(C)nc3cc(C(=O)NCc4ccc5c(c4)OCO5)ccc32)c1,-4%,-15%,0%,-3%,-2%,-5%,7%,-9%
COc1ccc(NC(=O)CCCC(=O)O)cc1Cl,2%,7%,8%,2%,3%,9%,-2%,-4%

# Ordered by value in RGS12 GoLoco inh (low to high): some entries from above.
canonical_smiles,RGS12 GoLoco inh
Cc1occc1C(=O)Nc1ccc2c(c1)OCO2,-4%
CC(C)(C)CC(C)(C)NC(=O)c1ccc2snnc2c1,3%
C=CCn1c(CCCNC(=O)C(C)(C)C)nc2ccccc21,5%

# (more compounds)
SMILES,aGal spleen mod,SMN2 splice up,GAA inh,JMJD2E inh,ALDH1A1 block,aGlu spleen mod,RGS12 GoLoco inh,GAA glycogen mod
O=[N+]([O-])c1nn(-c2ccccc2)[n+]([O-])c1N1CCN(c2ccccc2)CC1,4%,6%,-3%,-6%,6%,0%,9%,4%
Clc1ccccc1-c1nc(NCCN2CCOCC2)c2ccccc2n1,-3%,x,x,x,u,5%,10%,x
COc1ccc(CCN2C(=O)C3C4CC(C5C(C(=O)NN)=NOC45)C3C2=O)cc1OC (stereo unspecified),-2%,-2%,2%,95%[activator],-4%,-2%,31%,-6%
CCOc1ccc(NC(=O)CSc2nnc(N)s2)c([N+](=O)[O-])c1,6%,7%,u,3%,u,0%,1%,-13%
O[C@@](CCN1CCCC1)(c1ccccc1)C1CCCCC1,13%[29.1 µM],-11%[20.6 µM],x,6%[25.5 µM],2%[20.9 µM],11%[29.1 µM],-47%[21.6 µM],x
Cc1ncc([N+](=O)[O-])n1Cc1ccc(Cl)cc1,1%,-4%,u,5%,u,3%,6%,0%
Cc1oc(C(=O)Nc2ccc(C(=O)O)cc2)cc1COc1ccccc1,5%,-1%,u,-7%,-7%,2%,7%,-1%
CN1CCN(C(=O)CCN2C(=O)/C(=C/c3ccccc3Cl)SC2=S)CC1,-10%,x,4%,-4%,u,-7%,7%,14%
CCC(=O)N/N=C(\C)CC(=O)Nc1ccc(F)cc1,-4%,-6%,-7%,14%,11%,6%,-9%,-26%
CCOC(=O)N1CCN(C(=O)CN(c2ccccc2OC)S(=O)(=O)c2ccc(OC)cc2)CC1,4%,x,11%,-6%,u,-16%,7%,0%
COc1cc(CN2CCN(c3cccc(C)c3C)CC2)cc([N+](=O)[O-])c1O,-11%,u,-14%,u,u,-11%,-3%,-4%
N/C(=N\N=C\c1cccc(O)c1)c1nonc1N,-3%,18%,3%,8%,5%,0%,7%,-28%
Cc1ccc(S(=O)(=O)NCC(=O)OCC(=O)c2cc(C)n(-c3ccccc3)c2C)cc1,-15%,u,-5%,-22%,u,-5%,2%,-1%
Cc1cc(NC(=O)Nc2cc(F)ccc2F)no1,7%,x,x,-9%,x,-1%,6%,-4%
COC(=O)c1ccc2[nH]c(C)cc(=O)c2c1,8%,-11%,5%,u,u,3%,8%,-1%

# Ordered by formula weight (smallest number first): 3 of the compounds above
SMILES,aGal spleen mod,SMN2 splice up,GAA inh,JMJD2E inh,ALDH1A1 block,aGlu spleen mod,RGS12 GoLoco inh,GAA glycogen mod
N/C(=N\N=C\c1cccc(O)c1)c1nonc1N,-3%,18%,3%,8%,5%,0%,7%,-28%
O[C@@](CCN1CCCC1)(c1ccccc1)C1CCCCC1,13%[29.1 µM],-11%[20.6 µM],x,6%[25.5 µM],2%[20.9 µM],11%[29.1 µM],-47%[21.6 µM],x
Cc1oc(C(=O)Nc2ccc(C(=O)O)cc2)cc1COc1ccccc1,5%,-1%,u,-7%,-7%,2%,7%,-1%

# The results go on:
SMILES,aGal spleen mod,SMN2 splice up,GAA inh,JMJD2E inh,ALDH1A1 block,aGlu spleen mod,RGS12 GoLoco inh,GAA glycogen mod
Cc1ccc(CNC(=O)Cn2cccc2C(=O)c2ccccc2C)cc1,0%,-5%&6%,-1%,8%,0%,3%,13%,6%
C/C=C/C=C/C(=O)N1CC2(CC(c3cccc(NC(=O)CCCCC)c3)=NO2)C[C@H]1C(N)=O (stereo partly specified),-5%,x,x,-12%,x,-1%,-2%,1%
O=S(=O)(Nc1nccs1)c1ccc(Cl)cc1,2%,11%,4%,4%,6%,-1%,15%,10%
COc1ccc2c(Cl)c(C(=O)NC3CCS(=O)(=O)C3)sc2c1 (stereo unspecified),-3%,2%,-1%,-6%,-5%,-2%,7%,-2%
Oc1ccc(Br)cc1-c1cc(-c2ccccc2Cl)[nH]n1,-4%,x,x,2%,x,-6%,5%,-3%
COc1ccc(C(C(=O)NC2CCCCC2)N(C(=O)CCCC(=O)Nc2ccccn2)c2ccc3c(c2)OCCO3)cc1 (stereo unspecified),-2%,10%,3%,2%,-1%,3%,5%,1%
CCN1CCN(C(=S)NCCc2ccccc2)CC1,0%,27%,2%,-7%,-12%,-6%,2%,-2%
CCOC(=O)c1c(-c2ccccc2)csc1NC(=O)CSc1nc(C)cc(C)n1,-6%,-67%[inhibitor],-14%,u,u,-4%,2%,-12%
CC(=O)c1cccc(NC2c3ccccc3C(=O)N2Cc2ccco2)c1 (stereo unspecified),-2%,x,x,-9%,x,-7%,-9%,-1%
O=C(Oc1ccc(-c2csnn2)cc1)C1CC1,2%,x,x,0%,x,5%,-6%,4%
C[C@H](CCC(=O)O)[C@H]1CC[C@H]2[C@@H]3C(=O)C[C@@H]4CC(=O)CC[C@]4(C)[C@H]3CC(=O)[C@]12C,-8%,-15%,5%[15.4 µM],-4%,3%,-6%,-6%,5%
O=C(/C(=C(\O)c1ccccc1)c1ncc[nH]1)c1ccccc1,-4%,5%,3%,-6%,-5%,x,2%,-14%
O=C(NCCN1CCOCC1)C1CCN(c2nc3ccccc3o2)CC1,1%,2%,-9%,-1%,u,-8%,-3%,10%
COCCOC(=O)C1=C(C)NC(=O)NC1c1ccc(Cl)cc1 (stereo unspecified),8%,1%,0%,7%,-3%,-1%,7%,0%
CCCCCC(=O)OCCc1c(C)nc2nc[nH]n2c1=O,-3%,13%,-6%,-1%,1%,-2%,1%,-2%
Cc1ccc(S(=O)(=O)CC(=O)Nc2c(C)n(C)n(-c3ccccc3)c2=O)cc1,7%,12%,3%,2%,-4%,4%,7%,4%
COc1ccc(C(C(=O)NC2CCCCC2)N(Cc2cccs2)C(=O)Cc2c[nH]c3ccccc23)cc1OC (stereo unspecified),-1%,-31%[inhibitor],8%,6%,22%,-5%,7%,2%
O=C(O)C1CCN(S(=O)(=O)N2CCOCC2)CC1,3%,-3%,2%,5%,16%,-3%,8%,6%
Cc1noc(C)c1C(=O)N1CCC[C@@]2(CCN(C(=O)Nc3cccc(F)c3)C2)C1,7%,-18%,x,x,3%,-5%,0%,x
Cn1c(=O)cc(SCC(=O)N2CCCC2)c2ccc(Cl)cc21,-6%,u,3%,-2%,u,-2%,4%,1%
Cn1c(SCc2ccc(F)cc2)nnc1-c1cnccn1,7%,x,x,10%,x,2%,2%,6%
O=C1CN(C(=O)CSc2nc3cc(Cl)ccc3c(=O)n2Cc2ccccc2)c2ccccc2N1,8%,-19%,-1%,-5%,7.9µM*,0%,40%[activator],0%
O=C(CSc1ccccn1)N1CCc2ccccc21,-6%,11µM*,-2%,-13%,u,-3%,-10%,1%
C=CCn1c(=O)c2ccccc2n2c(Sc3nnnn3-c3ccccc3)nnc12,-7%,-59%[inhibitor],-3%,-11%,u,-4%,-1%,0%
O=C(NC(C(=O)O)c1ccccc1)c1ccccc1 (stereo unspecified),4%,0%,-9%,3%,0%,-3%,4%,2%
CS(=O)(=O)N1CCN(c2c(Cl)cccc2[N+](=O)[O-])CC1,3%,-17%,3%,-7%,22%,-16%,-1%,4%
CC(C)COC(=O)Nc1nnc(Cc2ccccc2)s1,-2%,x,2%,u,7%,4%,9%,5%

# Two entries from above, bar-delimited:
molecule | aGal spleen mod | SMN2 splice up | GAA inh | JMJD2E inh | ALDH1A1 block | aGlu spleen mod | RGS12 GoLoco inh | GAA glycogen mod
Cn1c(=O)cc(SCC(=O)N2CCCC2)c2ccc(Cl)cc21 | -6% | u | 3% | -2% | u | -2% | 4% | 1%
O=C1CN(C(=O)CSc2nc3cc(Cl)ccc3c(=O)n2Cc2ccccc2)c2ccccc2N1 | 8% | -19% | -1% | -5% | 7.9µM* | 0% | 40%[activator] | 0%

# An excerpt; count on the stated rates, not on these rows.
